High-throughput results: PubChem BioAssay, several laboratories
NOD2 inhibition: inhibition of NOD2-driven NF-kB reporter – cell-based, luminescence, uHTS, HEK293 (AID 1566). actives 0.63% (n = 290,000). HEK293 NOD2/NF-kB luciferase reporter, luminescence; higher % means a stronger effect. inhibition, % at 4 µM, or EC50 in µM where a hit was titrated; also: many of its hits are not listed in these tables
SIAH1 antagonists: Siah-1 peptide-binding antagonists, primary screen, biochemical, fluorescence polarization, rhodamine-plectin, uHTS (AID 1817) | Siah-1 / rhodamine-plectin peptide fluorescence polarization; higher % means a stronger effect | actives 0.02% (n = 290,000) | displacement, % at 20 µM, or IC50 in µM where a hit was titrated;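 active = displacement of at least 50% at 20 µM, with a fluorescence ratio check between 0.3 and a set limit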;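 also: plate controls were Siah plus tracer with DMSO for no effect and tracer alone without Siah for full effect; strong numbers were not always called active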
HIV peptide binding: cell-free HIV fusion peptide-binding blockers – biochemical, uHTS, fluorescence dequenching, primary screen (AID 1986) | actives 0.3% (n = 290,000) | one-dose inhibition, % at 20 µM; IC50 in µM for titrated hits | cell-free peptide binding, fluorescence dequenching, 30 min; higher % means a stronger effect; in the data active = inhibition mostly above about 52%, no sharp cut-off; inactive = mostly below about 76%; also: some results filed as inactive read as strong as hits
AID2073: disruptors of CaV2.2 binding to Mint1 – biochemical, HTRF (AID 2073) | HTRF protein-protein interaction, Mint1-CaV2.2; higher % means a stronger effect | inhibition, % at 20 µM, or IC50 in µM where a hit was titrated | actives 0.19% (n = 290,000); in the data active = inhibition mostly above about 51%, no sharp cut-off; also: some results filed as inactive read as strong as hits
XIAP antagonists: small molecules displacing peptide from XIAP – biochemical, IAP family, fluorescence polarization (AID 1018); XIAP BIR domain, fluorescence polarization peptide displacement; higher % means a stronger effect; displacement, % at 20 µM, or IC50 in µM where a hit was titrated; actives 0.007% (n = 200,000); in the data active = displacement above about 50%; also: a part of the inactive calls stands beside numbers as strong as those of hits
Myeloid diff 2: compounds promoting myeloid differentiation; ER-HoxA9 myeloid progenitors, lysozyme-GFP differentiation, flow cytometry; calls only at 10 µM; actives 1% (n = 360,000);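 active = normalized GFP-positive differentiation at or above the plate's own cutoff, the solvent-only control mean plus 3 SD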;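 also: cells exposed to compound for four days before flow analysis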
Dengue-2 NS5 capping: Dengue-2 NS5 methyltransferase inhibitors, primary screen, biochemical, confirmation dose response (AID 588689). Dengue-2 NS5 methyltransferase capping enzyme assay, biochemical; higher % means a stronger effect. inhibition, % at 25 µM; hits with a dose series show IC50 in µM. actives 0.3% (n = 340,000); in the data active = a potency from the dose series
Lipid droplet: hepatic lipid droplet formation modulation; AML12 mouse hepatocytes, oleate lipid droplets, BODIPY imaging; inhibition, % at 6.5 µM; actives 0.4% (n = 240,000);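 active = lipid droplet intensity inhibited by at least 50%, with more than 500 cells counted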
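Assay system: AML12 hepatocytes (mouse); Probe or stimulus: oleic acid at 100 µM to induce lipid droplet formation; Dosing: compound at 6.5 µM only; Schedule: compound with oleate, overnight; Detection: fluorescence imaging, 20x objective, two fields per well; Measure: % inhibition of lipid droplet signal.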
LYP inhibition: PTPN22 lymphoid phosphatase activity blockers – biochemical, fluorescence intensity, uHTS (AID 1779). inhibition, % at 11.5 µM, or IC50 in µM where a hit was titrated. actives 0.054% (n = 290,000). recombinant LYP phosphatase, fluorescence intensity; higher % means a stronger effect;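 also: plate controls were vehicle with enzyme for no effect and no enzyme for full effect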
Lipid droplet cells 6.5 µM: second read-out of Lipid droplet, no call of its own (marks repeat the call); cell count; measured here: cell count, cytotoxicity flag;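 cells counted across two imaged fields per well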
Myeloid diff 2 GFP+ MAC1+ %: second read-out of Myeloid diff 2, no call of its own (marks repeat the call); GFP+ MAC1+ double positive, %; measured here: differentiation confirmed by MAC1 staining
* hit, by the source's call; i = inactive; . = no result given. Rule as the data show it, unless noted: active = inhibition above about 50%; inactive = the rest.

#1 O=C(CSc1ccc(Cl)cc1)Nc1nnc(-c2cccc([N+](=O)[O-])c2)s1
#2 O=C(Nc1ccc(S(=O)(=O)Nc2nccc(C3Cc4ccccc4C(=O)O3)n2)cc1)c1ccccc1 (centres undefined)
#3 COc1ccc(NC(=O)CC2C(=O)N(c3ccc(Cl)cc3)C(=S)N2NC(=O)c2cccc(F)c2)cc1 (centres undefined)
#4 O=C(O)/C=C\c1cccc(-n2nnnc2SCc2ccccc2F)c1
#5 CN(C)c1ccc(P(=O)(OC2CCCCC2)C(O)c2ccccn2)cc1 (centres undefined)
#6 CCn1c(SCC(=O)NCc2ccco2)nc2cccnc21
#7 CN1CCN(C(=O)CN(C)S(=O)(=O)c2cc(Cl)ccc2Cl)CC1
#8 O=C(CCn1nc(-c2ccc(Cl)cc2)ccc1=O)N1CCOCC1
Compound	1	2	3	4	5	6	7	8
NOD2 inhibition	10%	13%	-10%	23%	4%	-20%	15%	9%
SIAH1 antagonists	-5%	7%	6%	4%	-6%	2%	-3%	-2%
HIV peptide binding	-1.1%	-0.1%	3.6%	3.5%	-1.2%	1.6%	0.4%	-2.6%
AID2073	-4%	8%	7%	0%	-6%	-2%	5%	-3%
XIAP antagonists	-6.0%	-5.6%	-8.5%	.	.	-12%	.	-7.6%
Myeloid diff 2	.	i	i	i	i	i	i	i
Myeloid diff 2 GFP+ MAC1+ %	.	0.6	2.6	0.6	0.5	0.9	0.0	0.8
Dengue-2 NS5 capping	-3%	2%	2%	0%	-2%	2%	-1%	9%
Lipid droplet	3	2	-7	6	-14	1	12	.
Lipid droplet cells 6.5 µM	680	807	549	854	661	657	812	.
LYP inhibition	-2%	-5%	-5%	-5%	-3%	2%	-6%	-10%

Two of the compounds above, with values under each structure.
Each structure is followed by: NOD2 inhibition | SIAH1 antagonists | HIV peptide binding | AID2073 | XIAP antagonists | Myeloid diff 2 | Myeloid diff 2 GFP+ MAC1+ % | Dengue-2 NS5 capping | Lipid droplet | Lipid droplet cells 6.5 µM | LYP inhibition
7: CN1CCN(C(=O)CN(C)S(=O)(=O)c2cc(Cl)ccc2Cl)CC1
 : 15% | -3% | 0.4% | 5% | . | i | 0.0 | -1% | 12 | 812 | -6%
8: O=C(CCn1nc(-c2ccc(Cl)cc2)ccc1=O)N1CCOCC1
 : 9% | -2% | -2.6% | -3% | -7.6% | i | 0.8 | 9% | . | . | -10%

(list continues)
#9 CCCS(=O)(=O)N1CCN=C1SCc1cccnc1
#10 O=C(O)c1ccc(S(=O)(=O)NC2CCCCC2)cc1
#11 COc1ccccc1NS(=O)(=O)c1cc(NC(=O)c2sc3cc(Cl)ccc3c2Cl)ccc1C
#12 CSc1ccccc1NC(=O)c1cc(-c2cccnc2)nc2ccc(Br)cc12
#13 COc1ccc(N(CC(=O)N2CCOCC2)S(C)(=O)=O)cc1OC
#14 COc1ccc(C(=O)Nc2ccccc2C(=O)NCCN2CCOCC2)cc1
#15 CCOC(=O)C1=C(C)n2c(s/c(=C/c3cccc([N+](=O)[O-])c3)c2=O)=NC1c1ccc(O)c(OC)c1 (centres undefined)
#16 Cc1cc(C)c(C#N)c(Nc2ccccc2C)n1
Compound	9	10	11	12	13	14	15	16
NOD2 inhibition	-2%	10%	-30%	17%	-9%	17%	-67%	-4%
SIAH1 antagonists	-1%	0%	12%	0%	1%	-5%	2%	i
HIV peptide binding	-1.0%	3.8%	-0.1%	4.7%	-1.0%	-0.2%	-0.8%	-0.2%
AID2073	32%	-2%	14%	31%	-4%	11%	10%	13%
XIAP antagonists	-3.7%	-4.9%	0.2%	-17%	.	-5.9%	-22%	.
Myeloid diff 2	i	i	i	i	i	i	i	i
Myeloid diff 2 GFP+ MAC1+ %	0.1	5.4	0.1	0.6	1.1	4.4	4.5	0.4
Dengue-2 NS5 capping	-6%	-1%	-1%	-2%	6%	-4%	-7%	-9%
Lipid droplet	0	.	-27	.	1	-4	-11	1
Lipid droplet cells 6.5 µM	669	.	713	.	786	570	754	849
LYP inhibition	-6%	-9%	-6%	-6%	-9%	-6%	-1%	-5%

#17 C#CCOC(=O)Nc1ccc(OCC(F)(F)F)nc1
#18 CC1=NN(C(=O)c2ccco2)C(O)(c2ccccc2)C1 (centres undefined)
#19 Cc1ccn(C(CC(=O)c2ccc(Br)cc2)C(=O)O)n1 (centres undefined)
#20 COc1ccccc1-c1c(C(F)(F)F)oc2cc(OS(C)(=O)=O)ccc2c1=O
#21 O=C1/C(=C/c2ccc(O)cc2)COc2ccccc21
#22 Cc1ccc(C)c(OC(=O)c2cccnc2Cl)c1C
#23 CC(=O)Nc1ccc(N2C(=O)CCC2=O)cc1C
#24 S=C(NCC1CCCO1)Nc1ccc(Cl)c(Cl)c1 (centres undefined)
Compound	17	18	19	20	21	22	23	24
NOD2 inhibition	1%	2%	17%	0%	5%	12%	11%	-5%
SIAH1 antagonists	1%	-4%	37%	-2%	4%	1%	-1%	4%
HIV peptide binding	0.1%	-3.8%	1.9%	-0.1%	2.6%	0.1%	-0.4%	-1.4%
AID2073	1%	-9%	7%	8%	10%	8%	11%	-9%
XIAP antagonists	.	.	-0.1%	-4.8%	.	.	-4.3%	-2.3%
Myeloid diff 2	i	i	i	i	i	i	i	i
Myeloid diff 2 GFP+ MAC1+ %	0.2	0.9	8.8	0.6	0.7	0.5	0.9	0.1
Dengue-2 NS5 capping	6%	-8%	-6%	-3%	-24%	-2%	2%	-9%
Lipid droplet	9	0	8	-18	-2	-11	-3	-7
Lipid droplet cells 6.5 µM	737	684	762	643	835	781	808	634
LYP inhibition	-3%	-7%	-6%	-2%	-7%	-5%	-6%	-3%

Ordered by molar mass (descending): some entries from above.
#24 S=C(NCC1CCCO1)Nc1ccc(Cl)c(Cl)c1 (centres undefined)
#17 C#CCOC(=O)Nc1ccc(OCC(F)(F)F)nc1
#21 O=C1/C(=C/c2ccc(O)cc2)COc2ccccc21
Compound	24	17	21
NOD2 inhibition	-5%	1%	5%
SIAH1 antagonists	4%	1%	4%
HIV peptide binding	-1.4%	0.1%	2.6%
AID2073	-9%	1%	10%
XIAP antagonists	-2.3%	.	.
Myeloid diff 2	i	i	i
Myeloid diff 2 GFP+ MAC1+ %	0.1	0.2	0.7
Dengue-2 NS5 capping	-9%	6%	-24%
Lipid droplet	-7	9	-2
Lipid droplet cells 6.5 µM	634	737	835
LYP inhibition	-3%	-3%	-7%

Following part
#25 C=C1C(C(=O)N2CCN(C)CC2)C1C(=O)N1CCN(C)CC1 (centres undefined)
#26 C/C(=N\NC(=O)CCC(=O)Nc1ccc(C)c(C)c1)C1CC1
#27 CC1CN(C(=O)C2CCCCC2)C(C)CN1C(=O)C1CCCCC1 (centres undefined)
#28 CCCCn1c(C23CC4CC(CC(C4)C2)C3)n[nH]c1=S
#29 Nc1c(C(=O)NC2CCCCC2)c2nc3ccccc3nc2n1/N=C/c1ccco1
#30 CCCCn1c(SCC(=O)N2CCN(c3ccccc3)CC2)nc2ccsc2c1=O
#31 Cc1c(C(=O)O)sc2ncnc(N3CCCCC3C)c12 (centres undefined)
#32 CCN(CC)S(=O)(=O)c1cccc(NC(=O)CN(C)C2CCCCC2)c1
Compound	25	26	27	28	29	30	31	32
NOD2 inhibition	20%	9%	-5%	8%	23%	4.1µM*	5%	6%
SIAH1 antagonists	2%	-3%	4%	12%	-4%	0%	-3%	2%
HIV peptide binding	-1.9%	-1.4%	-2.6%	1.1%	-1.8%	5.4%	-0.8%	-0.1%
AID2073	1%	24%	-4%	-9%	32%	-6%	6%	-10%
XIAP antagonists	-6.5%	.	0.0%	.	-5.2%	-3.2%	-0.5%	-6.9%
Myeloid diff 2	i	i	i	i	.	i	i	i
Myeloid diff 2 GFP+ MAC1+ %	4.8	0.1	1.1	0.5	.	0.6	0.9	0.9
Dengue-2 NS5 capping	1%	-5%	1%	2%	.	-2%	3%	-1%
Lipid droplet	.	14	0	4	.	.	10	-10
Lipid droplet cells 6.5 µM	.	739	616	775	.	.	719	654
LYP inhibition	-25%	-6%	0%	-3%	4%	-6%	5%	-3%

#33 CC(Sc1nc(-c2ccccc2)cc(C(F)(F)F)n1)C(=O)NCc1ccco1 (centres undefined)
#34 COc1ccc(OC)c(/C=N/NC2=NS(=O)(=O)c3ccccc32)c1
#35 C=CCN(CC(=O)Nc1c(C)cccc1CC)C(=O)SCCC
#36 CN(C(=O)CO/N=C/c1ccc(OC(F)F)cc1)C1CCS(=O)(=O)C1 (centres undefined)
#37 COc1ccc(Cn2nnnc2C(c2cc3cccc(C)c3[nH]c2=O)N2CCOCC2)cc1 (centres undefined)
#38 Cc1ccc(CN(c2ccc(C(=O)NCc3ccccn3)cc2)S(C)(=O)=O)cc1
#39 Cn1nc(C(C)(C)C)c([N+](=O)[O-])c1C(N)=O
#40 COc1ccccc1-c1c(C)nn2c(NCCN3CCCC3)cc(C)nc12
Compound	33	34	35	36	37	38	39	40
NOD2 inhibition	4%	6%	-19%	16%	4%	19%	12%	-7%
SIAH1 antagonists	4%	-4%	0%	-2%	2%	1%	-2%	6%
HIV peptide binding	5.3%	-1.8%	0.1%	0.1%	-1.5%	-0.9%	-0.6%	-1.3%
AID2073	0%	7%	5%	12%	-25%	-4%	-11%	-3%
XIAP antagonists	-22%	.	-3.7%	-4.1%	-4.7%	1.9%	.	-2.5%
Myeloid diff 2	i	i	i	i	i	i	i	i
Myeloid diff 2 GFP+ MAC1+ %	0.2	0.4	0.9	0.2	6.4	0.5	0.4	2.9
Dengue-2 NS5 capping	1%	-2%	-1%	9%	-5%	-2%	-4%	1%
Lipid droplet	9	-11	41	-16	.	1	-14	-23
Lipid droplet cells 6.5 µM	759	823	736	611	.	767	757	657
LYP inhibition	2%	-6%	-1%	-4%	3%	-7%	-4%	-4%

#41 CC(=O)N1N=C(N)SC1(C)C
#42 CCCn1c(SCc2nc(N)nc(N3CCCCC3)n2)nc2c1c(=O)n(C)c(=O)n2C
#43 O=C(c1cnc2n(c1=O)CCS2)N1CCc2ccccc21
#44 CCOC(=O)c1cnn(-c2ccc(Cl)cc2)c1C1CCN(C(=O)OC(C)(C)C)CC1
Compound	41	42	43	44
NOD2 inhibition	8%	17%	8%	9%
SIAH1 antagonists	6%	7%	-6%	-3%
HIV peptide binding	-0.9%	-1.5%	-3.8%	-0.1%
AID2073	-18%	-2%	12%	22%
XIAP antagonists	-4.5%	-2.8%	-8.2%	-14%
Myeloid diff 2	i	i	i	i
Myeloid diff 2 GFP+ MAC1+ %	0.3	0.8	2.6	0.1
Dengue-2 NS5 capping	3%	2%	-2%	1%
Lipid droplet	14	-11	-8	-6
Lipid droplet cells 6.5 µM	706	669	769	809
LYP inhibition	-7%	1%	-9%	6%

The list is partial, so the mix of outcomes need not match the whole.
